# From PubChem BioAssay
# TDP1 inh: inhibitors of human tyrosyl-DNA phosphodiesterase TDP1; AID 485290; recombinant TDP1, AlphaScreen DNA substrate cleavage; Q9NUW8; Potency, µM (titrated, usually from 130 µM), inactives show top-dose activity change, negative = inhibition, actives largely listed as inhibitors; 0.28% of 350,000 active; further: nearly all actives have a fitted effect of over 40% in size
# Target sequence (Q9NUW8 whole entry, looked up): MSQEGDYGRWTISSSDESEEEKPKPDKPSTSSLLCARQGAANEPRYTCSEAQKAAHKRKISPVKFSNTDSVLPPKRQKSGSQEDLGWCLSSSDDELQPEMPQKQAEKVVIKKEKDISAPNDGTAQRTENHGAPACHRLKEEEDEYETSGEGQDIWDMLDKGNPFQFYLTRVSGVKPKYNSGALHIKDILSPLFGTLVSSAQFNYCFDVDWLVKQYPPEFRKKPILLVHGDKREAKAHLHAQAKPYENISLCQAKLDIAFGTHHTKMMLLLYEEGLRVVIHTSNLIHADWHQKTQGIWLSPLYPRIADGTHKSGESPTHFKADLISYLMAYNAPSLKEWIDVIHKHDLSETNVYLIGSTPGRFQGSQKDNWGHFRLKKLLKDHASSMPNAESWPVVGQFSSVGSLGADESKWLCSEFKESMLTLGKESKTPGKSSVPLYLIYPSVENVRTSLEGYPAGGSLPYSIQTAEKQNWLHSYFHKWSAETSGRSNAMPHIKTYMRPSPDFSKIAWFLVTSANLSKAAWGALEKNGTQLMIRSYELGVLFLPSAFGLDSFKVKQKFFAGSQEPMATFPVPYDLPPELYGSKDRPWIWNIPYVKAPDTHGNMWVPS
#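 Steps: enzyme plus compound, 15 min RT; add biotin/phosphotyrosine-FITC oligonucleotide (15 nM final), react 5 min; add donor/acceptor beads (10 ug/ml final), 10 min; read AlphaScreen. Tdp1 at 1 nM final.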
# TDP1 cell CPT: growth inhibition of DT40 Tdp1-/-;hTDP1 cells with camptothecin (screen for TDP1 inhibitors); chicken DT40 Tdp1-/-;hTDP1 cells + 20 nM CPT, ATP luminescence, 48 h; Potency, µM (titrated, usually from 46.2 µM), without a hit: at the highest dose activity change, negative = growth inhibition, actives largely listed as inhibitors; 12% of 420,000 active; further: nearly all actives have a fitted effect of over 55% in size
#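 Chicken DT40 Tdp1-/- cells complemented with human TDP1, 400 cells/well, exposed to compounds plus 20 nM camptothecin for at least 48 h at 37 C; viability read as ATP content by CellTiter-Glo luminescence.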
# TDP1 cell noCPT: qHTS for Inhibitors of human tyrosyl-DNA phosphodiesterase 1 (TDP1): qHTS in cells in absence of CPT; DT40 Tdp1-/- hTDP1 cells, no CPT, ATP luminescence, 48 h; Potency, µM (top dose mostly 46.2 µM), inactives show at the highest dose activity change, negative = growth inhibition, most hits filed as inhibitors; 15% of 420,000 active; further: nearly all actives have a fitted effect of over 55% in size
#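 Seeded 400 DT40-hTDP1 cells/well (vehicle DMSO, no 20 nM CPT); pinned compounds; ≥48 hr at 37 °C; CellTiter-Glo luminescence as viability measure.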
# The depositor's hits bear a star; ? = inconclusive; . = no result given; [ ] = another dose, or the depositor's remark. The call rests on the fitted dose curve; in most records, active means well fitted curve in the direction sought with a large enough effect; inconclusive means small, poorly fitted or top-dose-only effect, or another doubt; inactive means no such curve, though single readings can be large; an effect the other way counts as inactive or inconclusive. On the % scale 0 is the no-effect control and ±100 the full control effect; potency means the concentration at half of the fitted maximal effect.
# The first 6 compounds as a preview:
item	SMILES	TDP1 cell CPT	TDP1 inh	TDP1 cell noCPT
1	CC1CN(C(=O)COC(=O)c2cc(Cl)ccc2Cl)CC(C)O1 (configuration not stated)	8%	-2%	-11%
2	Cc1nc2cc(C(F)(F)F)ccc2n1C	6%	1%	-7%
3	CSCCC(NC(N)=O)C(=O)NCc1ccc(Cl)cc1 (configuration not stated)	-4%	2%	-16%
4	CCCCC(=O)NC(Nc1cc(C)ccn1)(C(=O)OCC)C(F)(F)F (configuration not stated)	-5%	4%	?
5	CCCN(CCC)c1nn2c(=O)c(C(=O)NCc3cc(Br)ccc3OC)cnc2s1	-19%	5%	-29%
6	Cc1ccc(OCCNC(=O)CN2C(=O)NC3(CCCC3)C2=O)cc1	6%	.	-14%

# This part in full, previewed entries included:
item	SMILES	TDP1 cell CPT	TDP1 inh	TDP1 cell noCPT
1	CC1CN(C(=O)COC(=O)c2cc(Cl)ccc2Cl)CC(C)O1 (configuration not stated)	8%	-2%	-11%
2	Cc1nc2cc(C(F)(F)F)ccc2n1C	6%	1%	-7%
3	CSCCC(NC(N)=O)C(=O)NCc1ccc(Cl)cc1 (configuration not stated)	-4%	2%	-16%
4	CCCCC(=O)NC(Nc1cc(C)ccn1)(C(=O)OCC)C(F)(F)F (configuration not stated)	-5%	4%	?
5	CCCN(CCC)c1nn2c(=O)c(C(=O)NCc3cc(Br)ccc3OC)cnc2s1	-19%	5%	-29%
6	Cc1ccc(OCCNC(=O)CN2C(=O)NC3(CCCC3)C2=O)cc1	6%	.	-14%
7	Cc1onc(-c2ccccc2)c1C(=O)NCCSCc1ccco1	-15%	-3%	?
8	O=C(OCC(=O)N1CCN(c2ccccc2)CC1)C1CCCN1S(=O)(=O)c1ccc(Cl)cc1 (configuration not stated)	?	2%	21µM*
9	CCOC(=O)N1CCN(C2CC(=O)N(c3ccccc3)C2=O)CC1 (configuration not stated)	-14%	1%	-10%
10	COCCn1cnc2c1c(=O)n(Cc1cc(C(C)=O)ccc1OC)c(=O)n2Cc1ccccc1	-1%	-5%	-16%
11	COc1ccccc1OCC(=O)Nc1ccccc1C(=O)N1CCCCC1	-5%	3%	-13%
12	CC(OC(=O)CCN=C1NS(=O)(=O)c2ccccc21)C(=O)N(C)C1CCCCC1 (configuration not stated)	?	0%	?
13	CCN(c1ccc(OC)cc1)S(=O)(=O)c1ccc2c(c1)CCN2C(=O)CCC(=O)O	-4%	-3%	-1%
14	NC(=O)CCn1c2ccccc2c2ccccc21	4%	-3%	-2%
15	O=C(O)C1CCCN1C(=O)NC1CCCCC1 (configuration not stated)	6%	.	24%
16	Cc1ccc(S(=O)(=O)n2c(N)nc3cc(C)c(C)cc32)cc1	?	.	?
17	CCOC(=O)Cn1cc(/C=C(/C#N)C(=O)NC(C)C)c2ccccc21	19%	-5%	0%
18	Cc1cc(C)cc(NC(=O)CCCc2nc(-c3ccco3)no2)c1	31%[activator]	-3%	-4%
19	COC(=O)[C@@]12C[C@@H](CC(=O)NCCCCc3ccccc3)C(=O)N(Cc3ccc4c(c3)OCO4)C1=CCC(C)(C)C2	?	.	13µM*
20	O=C(NCc1ccc(F)cc1)c1cc(C2CCCCN2S(=O)(=O)c2ccccc2)on1 (configuration not stated)	?	.	?

# An excerpt of these results, with each value named.
13. CCN(c1ccc(OC)cc1)S(=O)(=O)c1ccc2c(c1)CCN2C(=O)CCC(=O)O
  TDP1 cell CPT: -4%
  TDP1 inh: -3%
  TDP1 cell noCPT: -1%

14. NC(=O)CCn1c2ccccc2c2ccccc21
  TDP1 cell CPT: 4%
  TDP1 inh: -3%
  TDP1 cell noCPT: -2%

15. O=C(O)C1CCCN1C(=O)NC1CCCCC1 (configuration not stated)
  TDP1 cell CPT: 6%
  TDP1 inh: .
  TDP1 cell noCPT: 24%

# (listing goes on)
item	SMILES	TDP1 cell CPT	TDP1 inh	TDP1 cell noCPT
21	CCOCCc1nnc(NC(=O)C2CCN(C(=O)c3ccco3)CC2)s1	-1%	.	6%
22	Cc1cc(C)c(C)c(S(=O)(=O)NCC(=O)Nc2ccc(F)cc2)c1C	?	-3%	-29%
23	Cc1onc(-c2ccccc2)c1C(=O)NNC(=S)NC(=O)/C=C/c1cccs1	16µM*	8%	23µM*
24	COC(=O)[C@]12CCCCC=C1N(Cc1ccc3c(c1)OCO3)C(=O)[C@H](CC(=O)N1CCC(c3ccccc3)CC1)C2	?	.	18µM*
25	CCN(C(=O)CSc1nc2ccc(OC)cc2[nH]1)C1CCS(=O)(=O)C1 (configuration not stated)	26%	.	2%
26	O=C(c1cc(Br)ccc1OC(F)F)N1CCN2CCCC2C1 (configuration not stated)	-3%	0%[56.1 µM]	-2%
27	CCCCC(=O)N(Cc1nc2sc(C)c(C)c2c(=O)[nH]1)C1CCCC1	-28%	8%	?
28	C/C(=N/NS(=O)(=O)c1cccc([N+](=O)[O-])c1)c1ccc2c(c1)OCO2	-15%	6%[56.1 µM]	-4%
29	CCOC(=O)/C(C#N)=C/Nc1cc(F)ccc1C	2%	-4%	-3%
30	CN(C)CCCNC(=O)c1cc(C(=O)c2ccc(F)cc2)c[nH]1	4%	-6%	-4%
31	Cc1nsc(Nc2ccccc2)c1C#N	-25%	2%	?
32	Cc1cn(C2CCCCO2)c(=O)nc1NO (configuration not stated)	0%	.	-28%
33	CC(=O)N(c1c(C)n(C)n(-c2ccccc2)c1=O)C1(C(=O)NC2CCCCC2)CCCCC1	-1%	5%	-10%
34	c1ccc(SCCCCN2CCOCC2)cc1	-3%	6%	-3%
35	OC(c1ccc(Cl)c(F)c1)c1ncc(-c2cccc(F)c2)[nH]1 (configuration not stated)	?	.	?
36	Cc1nc2nc(SCC(=O)NCCc3ccc(Cl)cc3)nn2c(C)c1Cc1c(F)cccc1Cl	-7%	5%	-24%
37	CN(C)CCN1C(=O)C(O)=C(C(=O)c2cc3ccccc3o2)C1c1cccc(Br)c1 (configuration not stated)	-3%	4%	-12%
38	COc1ccc(S(=O)(=O)NC2CC(=O)N(c3ccccc3)C2)cc1C (configuration not stated)	-17%	.	-15%
39	COc1ccccc1NC(=O)CCSc1nnnn1C	8%	0%	2%
40	COc1ccc(CNC(=O)CN2C(=O)CCn3nc(-c4cn(C)c5ccccc45)cc32)cc1	?	8%	?
41	CCc1cccc(OCC(=O)Nc2ccc(S(=O)(=O)Nc3ccccn3)cc2)c1	-16%	4%	?
42	C=CCn1c(=O)[nH]c2cc(C(=O)N3CCN(c4cccc(Cl)c4)CC3)ccc2c1=O	9.2µM*	5%	7.3µM*
43	O=C(Nc1ccc([N+](=O)[O-])cc1)C(Cc1ccccc1)N1C(=O)c2cccc3cccc(c23)C1=O (configuration not stated)	?	3%	5.2µM*
44	COc1ccc(CNCc2ccc3c(c2)OCO3)cc1Br	?	.	16µM*
45	Cc1ccccc1Oc1nc(-c2ccccn2)nc2ccccc12	4.1µM*	3%	5.2µM*
46	CC(Sc1nc(N)cc(=O)[nH]1)C(=O)NC1CCCCC1 (configuration not stated)	-19%	-3%	-11%
47	CC(=O)N1CCOc2ccc(S(=O)(=O)NC[C@H]3O[C@@H](n4ccc(N)nc4=O)[C@H](O)[C@@H]3O)cc21	-1%	.	-4%
48	COc1cc(C(=O)NC(C)c2cnn(-c3ccccc3C)c2C)cc(OC)c1OC (configuration not stated)	-12%	1%	-14%
49	COc1ccccc1-c1cc(C(=O)NCCCn2ccnc2)no1	1%	9%	-15%
50	Cc1ccccc1OCCOc1ccc([N+](=O)[O-])cc1/C=N/n1cnnc1	1.2µM*	0%	1.5µM*
51	COC(=O)[C@]12CCCCC=C1N(Cc1ccco1)C(=O)[C@H](CC(=O)N1CCC(c3ccccc3)CC1)C2	?	.	?
52	Cc1ccc(NC(=O)Cc2ccc3c(c2)OCCO3)cc1S(=O)(=O)N1CCCCC1	-20%	-2%	?
53	CC(=O)N(Cc1ccccc1)Cc1cn(CCC#N)nc1-c1cccc([N+](=O)[O-])c1	8%	8%	-22%
54	Cc1ccc(-c2c(C(=O)N/N=C/c3c[nH]c4ccccc34)nnn2-c2nonc2N)cc1	?	1%	16µM*
55	COc1ccc(-c2nc(NC(=O)C3CC(=O)N(Cc4ccco4)C3)sc2C)cc1 (configuration not stated)	16µM*	8%	12µM*
56	CCOC(=O)N1CCN(C(=O)C2CCN(C(=O)Nc3ccccc3)CC2)CC1	2%	1%	-9%
57	CC(=O)C1=C(O)C(=O)N(c2ccc(O)cc2)C1c1cccc([N+](=O)[O-])c1 (configuration not stated)	8%	.	-15%
58	c1cncc(-c2cc(-n3ccnc3)ncn2)c1	?	.	-14%
59	O=C(CNC(=O)c1ccccc1Cl)OCC(=O)N1CCc2ccccc21	8%	-2%	-8%
60	O=C(/C=C/c1cn(CC(O)CN2CCc3ccccc32)c2ccccc12)c1ccc(Br)cc1 (configuration not stated)	18µM*	3%	?
61	COc1ccccc1N1CCN(C(=O)Cn2c(=O)n3nc(-c4cccc(F)c4)nc3c3ccccc32)CC1	0%	3%	-13%
62	COc1ccc(S(=O)(=O)N(CC(=O)NC2CC2)c2ccc(C)cc2)cc1	-1%	0%	-24%
63	CCOc1ccc(/C=C(/NC(=O)c2ccccc2)C(=O)NCCC(=O)O)cc1	-3%	3%	-1%
64	COc1ccc(F)cc1S(=O)(=O)N1CCc2ccccc2C1	-6%	.	-18%
65	CCOc1ccc(N(C(C)C(=O)Nc2ccc(OC)cc2)S(C)(=O)=O)cc1 (configuration not stated)	-18%	1%	-9%
66	CCOc1ccc(CNC(=O)CN2C(=O)CSc3ccc(S(=O)(=O)N4CCOCC4)cc32)cc1	-11%	.	?
67	COc1cccc(CNC(=O)COC(=O)/C=C/c2ccc(SC)cc2)c1	-28%	2%	?
68	CCCS(=O)(=O)N1CCN=C1SCc1ccc(C)cc1	?	-5%	-15%
69	CCOC(=O)CSc1nc(C(C)(C)C)nc2ccccc12	-21%	6%	?
70	C=COCCNC(=O)Nc1ccc(Cl)c(Cl)c1	4%	0%[56.1 µM]	-1%

# The results go on:
item	SMILES	TDP1 cell CPT	TDP1 inh	TDP1 cell noCPT
71	CSc1ccc(/C=N/NC(=O)c2ccc(C)c(C)c2)cc1	?	-5%	23µM*
72	CCCn1cnc2c(Sc3c([N+](=O)[O-])ncn3C)nc(N)nc21	-26%	.	?
73	COc1ccc(-c2noc(CNC(=O)c3ccccc3Br)n2)cc1	-16%	6%	-21%
74	Clc1ccc(CSc2snnc2-c2ccccc2)cc1	?	.	-9%
75	O=C(N/N=C/c1cccnc1)C(=O)N1CCCCCC1	-1%	.	1%
76	C=CCn1c(Cc2csc(N)n2)nnc1SCc1ccc(C(=O)OC)cc1	-7%	10%	-1%
77	CC(=O)c1c(O)cc(=O)n(-c2ccccc2)c1-c1ccc(Cl)cc1	18%	0%	-9%
78	O=C(COC(=O)/C=C/c1ccccc1)NCc1ccc2c(c1)OCO2	-19%	0%	23%
79	COc1ccc(N2C[C@H](C)[C@@H](CC(=O)Nc3ccccc3)C2=O)cc1	0%	.	?
80	COC(=O)c1ccc(C(=O)OC)c(NC(=O)Oc2ccccc2)c1	-4%	2%	-11%
81	CC(=O)N1CCCc2cc(S(=O)(=O)N3CCCC(C(=O)Nc4ccc(C)c(F)c4)C3)ccc21 (configuration not stated)	?	8%	21µM*
82	CCN1CCN(C(c2cccs2)C(C)NC(=S)Nc2cccc(C)c2C)CC1 (configuration not stated)	?	6%	?
83	CC(C)(C)OC(=O)CNC(=O)c1nc[nH]c1C(=O)NCc1ccc(CNC(=O)OC(C)(C)C)cc1	18µM*	.	15µM*
84	COc1ccc(S(=O)(=O)N2c3ccccc3NC(=O)CC2C)cc1 (configuration not stated)	-11%	1%	4%
85	S=c1[nH]nc(-c2cccnc2)n1/N=C/c1ccco1	-7%	2%	4%
86	CNc1cncc(-c2cccc(C(=O)N3CCOCC3)c2)n1	-12%	.	0%
87	O=C(CN1CC(=O)Nc2ccccc21)Nc1ccc(F)c(F)c1	-30%	3%	-11%
88	CC(C)(C)OC(=O)C[C@H]1C/C=C\C[C@H](CC(=O)NCCO)C(=O)N[C@@H](c2ccccc2)COC1=O	-15%	2%	-15%
89	CN=c1scc(C)n1/N=C/c1cc(Br)c(O)c(OC)c1	?	-4%	16µM*
90	CCC(=O)Nc1ccc(C(=O)OCC(=O)c2cccs2)cc1	10%	.	-6%
91	CCOC(=O)CNC(=O)CSc1nc(-c2ccc(C)cc2)ns1	-6%	-6%	-20%
92	Cc1ccc(NC(=O)COC(=O)COc2ccc(Cl)cc2)c([N+](=O)[O-])c1	4%	8%	-15%
93	COc1ccc2c(c1)C/C(=C\c1ccc(N(C)C)cc1)C2=O	?	.	?
94	CC1CCN(c2nc(-c3ccccc3O)nc3ccccc23)CC1	?	0%	?
95	Cc1nc2cc(NC(=O)[C@@H]3C[C@@H](Sc4ccccn4)CN3Cc3ccccc3)ccc2s1	5%[9.04 µM]	.	-10%
